Source: PubChem BioAssay
IL2 activator: qHTS of IL-2 Activators | IL-2 activation reporter assay, cell-based qHTS; stimulated with anti-CD3/CD4/CD28 beads; in transgenic mouse T cells | activation, % (series mostly up to about 46 µM) | 360,000 compounds, 0.065% hits | AID 652025, 2013; in the data active means activation above about 50%; inconclusive means mostly about 30% to 49%; further: 0% is about no effect
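Screening format: compound pinned onto unstimulated transgenic mouse T cells, 60 min incubation, then anti-CD3/anti-CD4/anti-CD28 bead stimulation for 18 hours at 37 degrees C, followed by EGFP and DsRed detection.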
GLP-1R agonist: qHTS of GLP-1 Receptor Agonists. Potency, µM (series often up to 45.6 µM), without a hit: top-dose activation, most hits filed as activators. 380,000 compounds, 0.007% hits. Glucagon-like peptide 1 receptor (Homo sapiens), P43220. HEK293 GLP-1R CRE-luciferase, luminescence, 4-6 h; cells express a hypersensitive GLP-1R form; further: potency means the concentration at half of the fitted maximal effect; % of control where 0% means no effect
WRN helicase inh: qHTS for Inhibitors of WRN Helicase. Bifunctional 3'-5' exonuclease/ATP-dependent helicase WRN (Homo sapiens), Q14191. WRN helicase unwinding, fluorescent forked duplex, kinetic. Potency, µM (doses to about 114 µM), for inactives: at the highest dose activity change, negative = inhibition, most hits filed as inhibitors. 360,000 compounds, 0.46% hits; further: potency means the concentration at half of the fitted maximal effect; on the % scale 0 is the no-effect control and ±100 the full control effect; nearly all actives have a fitted effect of over 55% in size
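WRN at 20 nM final was preincubated with compound for 15 min at room temperature; reaction started with 100 nM forked duplex oligonucleotide carrying fluorophore and quencher plus 2 mM ATP (final). Unwinding followed kinetically by red fluorescence (ex 525/em 598 nm).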
PLK1 PBD inh: qHTS for Inhibitors of PLK1-PDB (polo-like kinase 1 - polo-box domain): Primary Screen; 360,000 compounds, 2.8% hits; AID 720504, 2013; Potency, µM, for inactives: max response, negative = inhibition, usual class: inhibitors; Serine/threonine-protein kinase PLK1 (Homo sapiens), P53350; Plk1 PBD binding of FITC phosphopeptide, fluorescence polarization; further: potency means the concentration at half of the fitted maximal effect; series mostly up to about 57 µM; on the % scale 0 is the no-effect control and ±100 the full control effect; nearly all actives have a fitted effect of over 65% in size
Target sequence (P53350 whole entry, looked up, the tested form may be a part): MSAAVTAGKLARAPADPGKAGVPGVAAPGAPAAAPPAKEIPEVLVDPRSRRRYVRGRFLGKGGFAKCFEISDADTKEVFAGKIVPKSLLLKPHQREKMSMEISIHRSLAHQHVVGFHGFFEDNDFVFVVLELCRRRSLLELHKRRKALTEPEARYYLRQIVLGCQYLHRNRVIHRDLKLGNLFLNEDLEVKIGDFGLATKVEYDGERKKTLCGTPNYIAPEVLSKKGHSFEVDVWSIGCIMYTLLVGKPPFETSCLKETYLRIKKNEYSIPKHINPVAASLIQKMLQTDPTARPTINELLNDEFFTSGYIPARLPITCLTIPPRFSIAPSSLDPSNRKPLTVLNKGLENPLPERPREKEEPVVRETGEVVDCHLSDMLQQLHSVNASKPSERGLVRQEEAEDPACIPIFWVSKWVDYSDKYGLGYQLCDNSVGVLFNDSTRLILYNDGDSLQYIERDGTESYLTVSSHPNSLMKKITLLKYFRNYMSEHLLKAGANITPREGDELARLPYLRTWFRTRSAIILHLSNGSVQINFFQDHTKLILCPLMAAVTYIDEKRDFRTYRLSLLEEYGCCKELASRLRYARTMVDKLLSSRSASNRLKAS
D3 ag: qHTS of D3 Dopamine Receptor Agonist: qHTS; 410,000 compounds, 0.58% hits; D3R DiscoveRx beta-arrestin cells, luminescence, 90 min; max activation, %; AID 652048, 2013; D(3) dopamine receptor (Homo sapiens), P35462; in the data active means max activation above about 30%; further: 0% is about no effect; mostly tested at two doses, the higher about 12 µM
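Cells at 1500/well, incubated overnight, then treated with pinned compounds (dopamine as control) for 90 min at 37 degrees C. DiscoveRx reagent added for 30 - 60 minutes at room temperature; luminescence read.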
PI5P4Ka inh: qHTS for Inhibitors of phosphatidylinositol 5-phosphate 4-kinase (PI5P4K); PI5P4Kalpha enzyme, ADP-Glo luminescence, 60 min; stronger effect = lower value; max response, %; 330,000 compounds, 1.2% hits; AID 652105, 2013; active means max response of -50% or lower; inconclusive means between -30% and -50%; inactive means -30% or higher; further: value at the top dose of about 77 µM; on the % scale 0 is the no-effect control and ±100 the full control effect
Target sequence (P48426 whole entry, looked up): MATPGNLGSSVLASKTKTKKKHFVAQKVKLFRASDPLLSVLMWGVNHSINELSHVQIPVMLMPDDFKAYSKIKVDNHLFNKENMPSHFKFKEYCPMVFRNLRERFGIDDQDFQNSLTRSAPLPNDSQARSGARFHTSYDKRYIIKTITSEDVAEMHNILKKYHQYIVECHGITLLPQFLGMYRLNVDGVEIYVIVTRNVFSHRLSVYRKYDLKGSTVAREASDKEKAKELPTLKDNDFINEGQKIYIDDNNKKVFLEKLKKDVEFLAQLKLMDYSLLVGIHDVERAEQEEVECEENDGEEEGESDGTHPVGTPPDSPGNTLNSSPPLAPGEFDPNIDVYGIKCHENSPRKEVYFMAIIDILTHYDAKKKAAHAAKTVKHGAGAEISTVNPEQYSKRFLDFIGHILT
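Compounds were pin-transferred onto PI5P4Kalpha and substrate in HEPES pH 7.4 buffer with EGTA, CHAPS and 5% DMSO. ATP (5 microM final) started the reaction, which ran 60 minutes at room temperature before ADP-Glo detection.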
GLP-1R inv ag: qHTS of GLP-1 Receptor Inverse Agonists (Inhibition Mode); Glucagon-like peptide 1 receptor (Homo sapiens), P43220; HEK293 GLP-1R CRE-luciferase, luminescence, 24 h; GLP-1R form is constitutively active; Potency, µM (top dose mostly 38.3 µM), for inactives: at the top dose activity change, negative = inhibition, hits mostly inhibitors; 410,000 compounds, 1.6% hits; further: potency means the concentration at half of the fitted maximal effect; on the % scale 0 is the no-effect control and ±100 the full control effect; nearly all actives have a fitted effect of over 55% in size
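Stable HEK293 clone (constitutively active GLP-1R + cAMP-response luciferase); 200 cells/uL plated, 12 h pre-culture, compound 24 hr, 37 deg C/5% CO2; detection reagent 12 min RT; luminescence.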
DRD3 antagonist: qHTS of D3 Dopamine Receptor Antagonist: qHTS | AID 652054, 2013 | D(3) dopamine receptor (Homo sapiens), P35462 | 360,000 compounds, 2.5% hits | max response, negative = inhibition, % | D3R cells, DiscoveRx beta-arrestin luminescence, antagonist mode; stronger effect = lower value; in the data active means max response below about -50%; inconclusive means no clear call, values can overlap the other calls; further: on the % scale 0 is the no-effect control and ±100 the full control effect; mostly tested at two doses, the higher about 12 µM
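Cells expressing the human receptor were seeded at 1500 cells/well, incubated overnight at 37 degrees C in 5% CO2, then exposed to library compounds with dopamine controls for 90 minutes at 37 degrees C before luminescent detection.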
HEK293 tox: qHTS of GLP-1 Receptor Inverse Agonists: Cytotox Screen; HEK293 cAMP-luciferase reporter cells, luminescence, 24 h; Potency, µM (highest dose often 38.3 µM), inactives show at the top dose activity change, negative = inhibition, hits mostly inhibitors; 410,000 compounds, 0.13% hits;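 further: loss of luciferase light is scored as toxicity; potency means the concentration at half of the fitted maximal effect; on the % scale 0 is the no-effect control and ±100 the full control effect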
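1536-well qHTS counterscreen of the MLSMR; 200 cells/uL, 12 h pre-incubation, 23 nL cpd, 24 h at 37 deg C 5% CO2, luciferase detection reagent, 12 min RT, luminescence. Inhibition = undesired.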
* marks the source's active call; other numbers are inactive results; ? = inconclusive; / = not tested or not shown; & = joins results of further samples; [ ] = remark or other dose. Unless noted, the call rests on the fitted dose curve; in most records, active means well fitted curve in the direction sought with a large enough effect; inconclusive means small, poorly fitted or top-dose-only effect, or another doubt; inactive means no such curve, though single readings can be large; an effect the other way counts as inactive or inconclusive.

Each structure is followed by: GLP-1R inv ag | WRN helicase inh | DRD3 antagonist | PLK1 PBD inh | HEK293 tox | PI5P4Ka inh | GLP-1R agonist | D3 ag | IL2 activator
1) COc1ccc(CNc2cccc(C)n2)c(O)c1
    3% | 12% | -2 | -18% | -14% | -3 | 2% | 16 | -2.3
2) COc1ccc(-c2c(C)oc3c(CN4CCN(C)CC4)c(O)ccc3c2=O)cc1
    0% | -1% | 4 | -3% | 2% | -1 | -1% | -3 | -1.8
3) CC(C)(C)OC(=O)[C@H](CCCCN)NC(=O)c1[nH]cnc1C(=O)N[C@@H](Cc1ccccc1)C(=O)OCc1ccccc1
    ? | 4% | -14 | -6% | ? | -2 | -3% | -20 | -2.7
4) CC(=O)Nc1ccc(S(=O)(=O)N2CCN(C(=O)c3ccccc3F)CC2)cc1
    1% | -4% | -8 | 0% | 4% | / | -1% | 6 | -2.7
5) CCC(CO)NC(=O)c1cccc(S(=O)(=O)N2c3ccccc3CC2C)c1 (stereo not given)
    -18% | -9% | -14 | -1% | 64%[activator] | 5 | 7% | 2 | 1.5
6) O=S(=O)(NCc1ccco1)c1ccc(Cl)s1
    8% | 9% | 1 | -7% | 4% | -6 | 0% | 5 | -0.6
7) CNC(=O)C[C@@H]1C(=O)N(C2CCCCC2)CC1(C)C
    9% | 7% | -23 | -11% | 4% | 0 | 8% | -9 | 0.6
8) O=C(C[C@@H]1C/C=C/CC[C@@H](Cc2ccc(F)cc2)C(=O)OCCNC1=O)N[C@H](CO)Cc1ccccc1
    5% | 5% | -12 | -22% | -5% | 17 | 5% | 1 | -0.6
9) Cc1ccc2cc(CN(CC3CCCO3)C(=S)NCc3ccco3)c(=O)[nH]c2c1C (stereo not given)
    ? | -19% | -16 | 15µM* | 0% | -6 | 15% | 7 | -1.0
10) Fc1ccc2nc(C(F)(F)F)cc(N3CCOCC3)c2c1
    58%[activator] | 10% | -17 | -8% | 3% | 2 | 21% | -3 | 0.0

Shown screen by screen: 2 of the compounds above
(2) COc1ccc(-c2c(C)oc3c(CN4CCN(C)CC4)c(O)ccc3c2=O)cc1
(3) CC(C)(C)OC(=O)[C@H](CCCCN)NC(=O)c1[nH]cnc1C(=O)N[C@@H](Cc1ccccc1)C(=O)OCc1ccccc1
Compound	2	3
GLP-1R inv ag	0%	?
WRN helicase inh	-1%	4%
DRD3 antagonist	4	-14
PLK1 PBD inh	-3%	-6%
HEK293 tox	2%	?
PI5P4Ka inh	-1	-2
GLP-1R agonist	-1%	-3%
D3 ag	-3	-20
IL2 activator	-1.8	-2.7

Next section.
Each structure is followed by: GLP-1R inv ag | WRN helicase inh | DRD3 antagonist | PLK1 PBD inh | HEK293 tox | PI5P4Ka inh | GLP-1R agonist | D3 ag | IL2 activator
11) CN(C(=O)c1cccc(NC(=O)Cc2cccc([N+](=O)[O-])c2)c1)C1CCC1
    15% | -1% | 11 | -12% | -13% | 0 | 8% | 14 | -0.3
12) Cc1ccc2oc(C(=O)N3CCN(CCO)CC3)c(C)c2c1
    -10% | -6% | -6 | -16% | -2% | -2 | -2% | -25 | 0.1
13) CC1CCN(S(=O)(=O)c2ccc(NC(=O)C3CC3)cc2)CC1
    -17% | -1%[57.1 µM] | 0 | 1% | -1% | -3 | 7% | 12 | -0.6
14) CC(C)(C(=O)N1CCC1(C)C(=O)NS(=O)(=O)c1ccccc1Cl)c1ccccc1 (stereo not given)
    -12% | 8% | 0 | -3% | -7% | -4 | -7% | -6 | 3.1
15) COc1ccc(-c2nc3c(Cl)cc(C(F)(F)F)cn3c2Cc2cccc(F)c2)cc1OC
    ? | -9% | -4 | -12% | 3% | 6 | 11% | 0 | -0.8
16) COCCCNC(=O)Cc1c(C)c2c(cc(C)c3c(C)c(C)oc32)oc1=O
    2% | -1% | -23 | 0% | -1% | -2 | 6% | -7 | -0.5
17) CC1CCN(c2ccc(C(=O)Nc3ccc4c(c3)OCO4)cc2[N+](=O)[O-])CC1
    6.3µM* | -6% | 9 | 2% | -25% | 1 | 1% | 5 | -3.0
18) COCCCn1c2nc3ccccc3nc2c2c(=O)n(Cc3ccc(Cl)cc3)cnc21
    4% | 8% | 21 | -7% | -14% | 2 | -8% | -3 | -1.1
19) O=C(Nc1ccc(Cl)cc1)Nc1csc([N+](=O)[O-])c1
    ? | -16% | -14 | -6% | ? | 0 | -5% | -11 | -5.2
20) COc1ccc(-c2cnc3c(NC=O)cc(-c4ccc(C(=O)N5CCOCC5)cc4)cn23)cc1OC
    20% | 2%[57.1 µM] | 220 | -4% | -12% | -25 | ? | 30 | -0.6
21) COc1cccc(NC(=O)Cc2cccs2)c1
    3% | -24% | 0 | -9% | 2% | 3 | 19% | 2 | 1.3
22) CCC(C)NC(=O)C1CCN(S(=O)(=O)c2cccs2)CC1 (stereo not given)
    -8% | 2% | 16 | -4% | -19% | 6 | -8% | -2 | 3.5
23) Cc1ccccc1NC(=O)N1CCCC1C(=O)NCc1cccs1 (stereo not given)
    3% | 0% | 37 | -6% | 48%[activator] | 3 | 23% | 2 | -0.4
24) CN1CCCC(C)(C(=O)Nc2ccc3scnc3c2)C1 (stereo not given)
    22% | 2% | 19 | 3% | 2% | -3 | -8% | 1 | -0.3
25) O=C(COc1ncnc2ccccc12)NC1CCCC1
    8% | -8% | 24 | -7% | 2% | -3 | 0% | 2 | 0.4
26) COc1ccc(C2=CC(c3ccc(OC)c(OC)c3)NC(=S)N2)cc1 (stereo not given)
    9% | 10% | -3 | ? | -5% | -3 | 0% | -2 | -1.5
27) CCNC(=O)NCc1c(C)c(C)n(Cc2ccccc2)c1-n1cccc1
    -20% | -11% | -18 | 7% | -4% | 5 | 7% | -7 | 1.2
28) O=C1c2cccc(OCc3ccc(F)cc3)c2CCN1Cc1ccccc1
    ? | -36%[57.1 µM] | 10 | -9% | 1% | 2 | 12% | 8 | -0.1
29) Cc1ccc(NCc2cccnc2)cc1
    4% | -4% | -20 | -11% | 22% | -1 | 17% | -4 | 0.0
30) COCCCNCCCOc1ccc(Cl)cc1Br
    -33% | 4% | ? | -11% | -2% | 1 | 7% | -7 | -0.3
31) CCOC(=O)C1(C)Oc2ccccc2C(C(=O)OC)=C1C(=O)OC (stereo not given)
    5% | -8% | 61 | ? | -8% | ? | 3% | 14 | 0.0
32) Cc1ccc(C(=O)NC(=S)Nc2ccc3[nH]c(=O)[nH]c3c2)cc1
    15% | -14% | 1 | -6% | 19% | 0 | 3% | 2 | 1.5
33) COc1ccc(NS(=O)(=O)c2cccs2)cc1S(=O)(=O)N1CCOCC1
    3% | 5% | -1 | 2% | 8% | 5 | 0% | 3 | 1.9
34) CCOC(=O)Cn1cnc2c(nnn2-c2ccccc2)c1=O
    1% | -1% | 1 | 1% | -2% | 4 | 0% | 2 | 0.2
35) COc1ccc(-c2noc(N3CCC(C(=O)NCc4ccc(Cl)cc4)CC3)n2)cc1
    -8% | 0% | -4 | -7% | 3% | 5 | 8% | 2 | -1.5
36) CCCCN(C)C(=O)c1cc2cc3ccc(OC)cc3nc2s1
    ? | -3% | 21 | -5% | -17% | -11 | -7% | 0 | -1.5
37) COc1ccccc1C(CNC(=O)c1oc2ccccc2c1C)N1CCCC1 (stereo not given)
    ? | -12% | ? | 2% | -5% | -9 | 0% | -15 | -1.5
38) COc1ccccc1NC(=O)c1ccc(NC(=O)COC(=O)C2CCCCC2)cc1
    12% | -8% | 3 | 1% | -1% | -2 | 1% | 14 | 1.1
39) CC1=NOC(=O)/C1=C\c1ccccc1
    -3% | -7% | 0 | 17µM* | 3% | -1 | 5% | 8 | -4.3
40) COc1ccc(N(C(=O)/C=C/C(=O)Nc2cc(C)on2)C(C(=O)NC2CCCC2)c2ccccc2C)cc1 (stereo not given)
    ? | 8% | -15 | 0% | -23% | 16 | -4% | -1 | -0.7
41) Cc1ccc(C(=O)NCC(=O)O)o1
    7% | -5% | -8 | 2% | 8% | 1 | -1% | -1 | -0.5
42) CCC(=O)Nc1ccc(C(=O)CSc2nnc(-c3ccccc3F)n2CCc2ccccc2)cc1
    -4% | -10% | -9 | -10% | -5% | ? | 2% | -1 | 1.7
43) CC(=O)Nc1ccc(N2CCCC2)cc1
    4% | -26% | 0 | -9% | -14% | -14 | 2% | -11 | -0.5
44) COC(=O)C1=C(NC(=O)C2CCCCC2)CCS1
    -12% | 0% | -18 | -2% | -1% | 17 | -1% | -2 | -1.2
45) O=C(O)c1ccc(-c2ccccn2)s1
    78%[activator] | -2% | 6 | -8% | 4% | -1 | -1% | 0 | 0.7
46) CCN(Cc1cnn(C)c1)C(=O)CC1C(=O)NCCN1Cc1cccc(OC)c1OC (stereo not given)
    -1% | -9% | 6 | -1% | 2% | 0 | ? | 6 | 0.3
47) CCOc1ccc(NC(=O)Cn2c(=O)n(CC3CCCO3)c(=O)c3ccccc32)cc1 (stereo not given)
    -11%&-14% | 2% | -7 | 3% | -3%&-11% | -14 | -2%&0% | -13&5 | -0.4
48) C=CCN(CC=C)S(=O)(=O)c1ccc(NC(=S)NC(=O)/C=C/c2ccccc2)cc1
    -27% | -15% | -18 | -7% | -14% | 0 | -26% | -8 | 0.8
49) CCCCn1c(N)c(N(CC)C(=O)CSCC(=O)Nc2ccc(OC)cc2)c(=O)[nH]c1=O
    9% | 8% | -21 | -12% | 3% | 4 | 4% | -9 | 0.9
50) Fc1ccccc1CSc1nnc(-c2cccs2)o1
    -28% | -6% | 6 | 0% | -9% | / | 2% | 2 | -1.7
